BAZ2B block: blocks human BAZ2B. Q9UIF8. hit rate 4.4% among 360,000. Potency, µM (highest dose often 114 µM), inactives show at the top dose activity change, negative = inhibition, actives largely listed as inhibitors. AlphaScreen BAZ2B-H3K14Ac peptide displacement; note: potency is the fitted concentration of half-maximal effect; % is set by controls: 0 for no effect and ±100 for the full control effect; nearly all actives have a fitted effect of over 60% in size
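Complex of BAZ2B and biotin-H3K14Ac (50 nM apiece) forms over 30 min at RT, then faces library compounds up to 110 uM for another 30 min; AlphaScreen beads added, 20 min dark incubation, luminescence read.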
G9a inh: inhibitors of human histone lysine methyltransferase G9a. Potency, µM (series often up to 102 µM), inactives show top-dose activity, negative = inhibition, actives largely listed as inhibitors. hit rate 8.8% among 350,000. G9a H3K9 monomethylation, AlphaScreen, 2 h; note: potency is the fitted concentration of half-maximal effect; % is set by controls: 0 for no effect and ±100 for the full control effect; nearly all actives have a fitted effect of over 75% in size
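Enzyme 20 nM + cpd, 15 min RT; add b-H3K9 pep 500 nM / SAM 20 uM; 2 h RT; anti-H3K9me1 Ab 0.5 ug/mL + SA donor / anti-rabbit acceptor beads 20 ug/mL each, 10 min; AlphaScreen read.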
JMJD2A Tudor: JMJD2A Tudor domain (human) inhibition. AID 504339. AlphaScreen JMJD2A-Tudor / H3K4me3 peptide binding. O75164. Potency, µM (titrated, usually from 114 µM), inactives show top-dose activity change, negative = inhibition, most hits filed as inhibitors. hit rate 4.4% among 390,000; note: potency is the fitted concentration of half-maximal effect; % is set by controls: 0 for no effect and ±100 for the full control effect; nearly all actives have a fitted effect of over 50% in size
ALOX12 inh: inhibitors of human 12S-lipoxygenase ALOX12; P18054; purified 12hLO, xylenol orange hydroperoxide absorbance; Potency, µM (doses to about 108 µM), without a hit: top-dose activity change, negative = inhibition, actives largely listed as inhibitors; hit rate 1.1% among 580,000; note: potency is the fitted concentration of half-maximal effect; % is set by controls: 0 for no effect and ±100 for the full control effect
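Purified human 12hLO (150 nM final) in 25 mM Hepes, 0.01% Triton X-100, pH 7.0 was preincubated 15 min at room temperature with compound. Then 40 uM arachidonic acid was added, 30 min. Hydroperoxide was read by Fe-XO absorbance ratio 573/405 nm.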
HP1b binding inh: inhibitors of HP1-beta chromodomain binding to methylated histone tails | AlphaScreen HP1-beta / biotin-H3K9me3 peptide binding | Potency, µM (titrated, usually from 114 µM), without a hit: top-dose activity change, negative = inhibition, usual class: inhibitors | hit rate 0.56% among 390,000 | P83916; note: potency is the fitted concentration of half-maximal effect; nearly all actives have a fitted effect of over 70% in size; inactives centre near 23
Target sequence (P83916 whole entry, looked up): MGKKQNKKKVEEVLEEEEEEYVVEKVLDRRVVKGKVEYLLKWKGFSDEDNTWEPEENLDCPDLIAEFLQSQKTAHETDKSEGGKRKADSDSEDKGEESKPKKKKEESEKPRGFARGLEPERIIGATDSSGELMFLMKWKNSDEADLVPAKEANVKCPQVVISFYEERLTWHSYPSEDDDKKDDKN
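Compound inhibition of the preformed complex between 50 nM HP1-beta and 50 nM biotinylated H3K9me3 peptide was read by AlphaScreen. Buffer was PBS pH 7.4 with 0.01% Tween-20. Incubations ran 30 min at room temperature, with 10 ug/mL donor/acceptor beads.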
ERG Ets-DNA blk: ERG Ets/DNA interaction inhibition; Potency, µM (series often up to 76.9 µM), inactives show top-dose FP activity, negative = inhibition, most hits filed as inhibitors; fluorescence polarization, His-ERG Ets domain / labelled DNA; AID 624246; hit rate 0.028% among 370,000; active = well fitted inhibition curve with a large enough effect in the polarisation, with a control signal flat; inconclusive = small, poorly fitted or top-dose-only effect, or effect the other way, or a change in a side signal; inactive = no such curve, though single readings can be large or run the other way; the % refers to the polarisation;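 note: polarization taken with two DNA probes labelled with fluorescein and Texas red; potency is the fitted concentration of half-maximal effect; % of control where 0% means no effect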
Target sequence (P11308 whole entry, looked up, the tested form may be a part): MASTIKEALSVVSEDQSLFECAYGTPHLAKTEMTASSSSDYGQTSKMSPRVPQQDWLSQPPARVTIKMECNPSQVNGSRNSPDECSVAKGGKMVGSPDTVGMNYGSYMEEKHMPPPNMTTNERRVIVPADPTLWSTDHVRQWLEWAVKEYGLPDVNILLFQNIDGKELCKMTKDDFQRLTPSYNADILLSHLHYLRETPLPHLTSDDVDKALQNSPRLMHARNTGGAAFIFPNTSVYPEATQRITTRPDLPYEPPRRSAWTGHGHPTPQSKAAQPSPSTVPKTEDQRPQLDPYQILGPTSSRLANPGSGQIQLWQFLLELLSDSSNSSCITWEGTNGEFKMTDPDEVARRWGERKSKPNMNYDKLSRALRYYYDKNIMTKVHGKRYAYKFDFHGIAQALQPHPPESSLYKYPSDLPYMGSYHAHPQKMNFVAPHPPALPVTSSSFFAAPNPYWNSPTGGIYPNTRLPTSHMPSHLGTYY
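His-tagged ERG Ets domain (1 uM in the protein solution; 300mM KCl, 50mM Tris-HCl, 1mM EDTA, 1mM DTT, pH 7.5) received compound, then a probe mix of 5 nM fluorescein-DNA and 100nM Texas-615-DNA. Fluorescence polarization was read for both dyes.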
PI4K2A inh: PI4K2A (human) kinase inhibition; purified PI4K2A, ADP-Glo luminescence, 1 h; stronger effect = lower value; activity change, negative = inhibition, % at 76.9 µM; hit rate 0.13% among 420,000; AID 1346378; in the data active = activity change below about -50%; inconclusive = mostly about -30% to -49%;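 note: -100% = wells without enzyme as full effect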
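Compounds are screened against recombinant PI4K2A using PI as substrate and ATP, the latter dispensed at 300 microM. Reactions run one hour at ambient temperature before ADP-Glo detection; full inhibition defined by wells lacking enzyme.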
GLS inh: blocks human kidney-isoform glutaminase activity | O94925 | GLS enzymatic activity, qHTS titration | Potency, µM (highest dose often 45.5 µM), for inactives: top-dose activity change, negative = inhibition, actives largely listed as inhibitors | hit rate 0.21% among 410,000 | AID 624170; note: potency is the fitted concentration of half-maximal effect; % is set by controls: 0 for no effect and ±100 for the full control effect
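Assay buffer: 45 mM KH2PO4 pH 8.2, 0.02% Tween-20. hKGA acts on L-glutamine (1 mM solution added); product glutamate is reported by an oxidase/peroxidase Amplex Red coupling, with fluorescence taken at baseline and 30 min.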
RGS4 inhibitor: blocks human RGS4-accelerated GTP hydrolysis. P49798. Transcreener GDP fluorescence polarization, RGS4-accelerated GTP hydrolysis. Potency, µM (series often up to 114 µM), for inactives: at the highest dose activity change, negative = inhibition, most hits filed as inhibitors. hit rate 0.039% among 390,000; note: potency is the fitted concentration of half-maximal effect; % is set by controls: 0 for no effect and ±100 for the full control effect; nearly all actives have a fitted effect of over 75% in size; some results filed as inactive show a strong effect at the top dose
Target sequence (P49798 whole entry, looked up): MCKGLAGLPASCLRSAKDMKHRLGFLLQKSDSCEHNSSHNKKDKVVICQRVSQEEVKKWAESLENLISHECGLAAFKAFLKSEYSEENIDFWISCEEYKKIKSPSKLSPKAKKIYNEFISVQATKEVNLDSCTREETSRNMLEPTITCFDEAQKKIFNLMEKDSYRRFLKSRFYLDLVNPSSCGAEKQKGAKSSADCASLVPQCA
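MLSMR compounds (23 nl, pin-transferred) preincubated 10 min at room temperature with a 500nM (2x) first reagent, then RGS4 at 900nM (2x) plus Transcreener GDP mix added; fluorescence polarization (620/688 nm) read before and after 90 min at 30 °C.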
Numbers without * were called inactive; u = inconclusive; x = no result given; & = joins results of further samples; [ ] = remark or other dose. Unless noted, calls come from the whole dose curve; as a rule, active = well fitted curve in the direction sought with a large enough effect; inconclusive = small, poorly fitted or top-dose-only effect, or another doubt; inactive = no such curve, though single readings can be large; an effect the other way counts as inactive or inconclusive.

SMILES	BAZ2B block	G9a inh	JMJD2A Tudor	ALOX12 inh	HP1b binding inh	ERG Ets-DNA blk	PI4K2A inh	GLS inh	RGS4 inhibitor
N#Cc1c(-c2ccco2)cc(-c2ccc(F)cc2)nc1N	-11%	u	-24%	5.6µM*	54%[activator]	1%	-3	-4%	u
COc1ccccc1CNC(=O)[C@H](NC(=O)C1CCN(C(=O)[C@@H](N)CCSC)CC1)C(C)C	-7%[57.1 µM]	-5%	-3%	-11%	56%[activator]	13%	-2	-5%	-17%
CCOc1ccc(NCc2cccn2-c2nnc(N3CCC(C(=O)NCCCN4CC(C)CC(C)C4)CC3)s2)cc1 (stereo not drawn)	u	45µM*	40µM*	-3%	u	4%	-4	u	0%
CCc1nc2ccccc2c(C(=O)OC2CCCCC2=O)c1C (stereo not drawn)	-29%	-9%	3%[11.4 µM]	-7%	32%	-1%	1	0%	-37%
Cc1cccc(N(CC(=O)NC2CCCC2)C(=O)CCC(=O)Nc2nc(C)cs2)c1	-2%	-8%[59 µM]	-8%	-19%	22%	-7%	0	-14%	-5%
CCc1ccc(/C=C(\C)C(=O)c2c(C)cc(C)[nH]c2=O)cc1	x	-44%	-10%	-13%	38%	-1%	2	3%	16%
CCOc1ccc(Oc2c(/C=N/NC(=O)C3CC3)c(C)nn2-c2ccccc2)cc1	3%	17%	-9%	-4%	26%	-3%	2	-14%	-21%
Cc1ccc(C(=O)NCCc2nnc(SCC(=O)Nc3nc(-c4ccccc4)cs3)n2C)cc1	2%	-27%[59 µM]	-10%	-15%	36%	-6%	1	-18%	-12%
O=C(CN1C(=O)NC2(CCCCCC2)C1=O)N1CCN(S(=O)(=O)c2ccccc2)CC1	7%	-2%	-3%	366%[activator]	30%	6%	0	3%	5%
COc1ccc(NC(=O)CCNC(=O)C2CCN(S(=O)(=O)c3ccc(OC)cc3)CC2)cc1	-12%	4%	-19%	-8%	23%	1%	-3	0%	-50%
CCOC(=O)N1CCN(c2nc3ccccc3nc2C(C#N)C(=O)NCCc2ccccc2)CC1 (stereo not drawn)	-8%	40%[59 µM]	-20%	-12%&0%	30%	3%	-2	9%	22%
N#Cc1cc2c(nc1SCC(=O)N1CCCCC1)CCCCC2	10%	2.8µM*	56µM*	u	-20%	-16%	-5	-20%	u
O=S(=O)(NCc1ccc(Cl)cc1)c1cnc[nH]1	6%	-9%[59 µM]	-1%	-10%	36%[activator]	5%	-8	0%	-6%
NC(Cc1c[nH]c2ccccc12)C(=O)NCc1ccccc1 (stereo not drawn)	20%	x	-24%	15%	27%	10%	1	0%	-20%
O=C(C1CC(=O)N(C2CCCCC2)C1)N1CCN(c2cccc(C(F)(F)F)c2)CC1 (stereo not drawn)	5%	-12%	-19%	u	18%	8%	-1	3%	-29%
C[C@H](NC(=O)C1CC(=O)N(c2ccc3c(c2)OCO3)C1)C(=O)NC1CCCCC1 (stereo partly drawn)	0%	13%	u	10%	15%	-2%	-5	-1%	-67%[56.9 µM]
Cc1cc(C)c(C#N)c(SCc2nnc(-c3ccccc3)o2)n1	21%	-9%[59 µM]	1%	-27%	39%	-6%	-2	-8%	-25%
O=C(Nc1cc(Cl)ccc1F)C1=COCCO1	3%	10%[2.33 µM]	-5%	-18%	30%	-1%	-1	-8%	2%
Cc1oc(-c2ccc(-c3ccccc3)cc2)nc1CN1CCN(CC(=O)N(C)C)CC1	-13%	2%[0.501 µM]	-19%	0%	30%	-7%	-3	-5%	3%[56.9 µM]
CN1CCN(C(=O)c2cc(=O)c3cc(Cl)cc(Cl)c3o2)CC1	3%	7%	-25%	u	56%[activator]	8%	6	2%	5%[56.9 µM]
CC12CCC(=O)N1C(C(=O)NCCN1C(=O)S/C(=C\c3ccc(F)cc3)C1=O)CS2 (stereo not drawn)	0%	-43%	-9%	u	23%	3%	0	1%	2%
C[C@@H]1CCC[C@@]2(O[C@H](CCO)C[C@H](O)[C@H]2O)O1	x	x	-21%	-12%	15%	11%	4	-1%	9%
CC(=O)c1ccc(NC(=O)COC(=O)CC2CC3CCC2C3)cc1 (stereo not drawn)	x	x	-10%	-11%	14%	11%	-4	-1%	-17%
CC1(C)C2([N+](=O)[O-])CN(CCO)CC1([N+](=O)[O-])CN(CCO)C2	-4%	13%[59 µM]	-15%	6%	36%	-7%	5	33%[activator]	23%
CC(C)C(NC(=O)OCc1ccccc1)C(=O)NCc1ccc(C(=O)O)cc1 (stereo not drawn)	7%	6%[59 µM]	-12%	-5%	-4%	-1%	0	2%	-14%
CCN(C(=O)CSc1nc2ccccc2n1CCc1ccccc1)C1CCS(=O)(=O)C1 (stereo not drawn)	-1%	u	u	0%	21%	-6%	-5	-16%	u
CC(Oc1ccc(-c2nnco2)cc1)C(=O)N1CCOCC1 (stereo not drawn)	1%	-12%[59 µM]	-1%	13%	23%	4%	-4	-7%	7%
Cc1nnc(N2CCN(Cc3ccccc3)CC2)[nH]c1=O	1%	-28%[12.7 µM]	-2%	4%	50%[activator]	12%	-6	-3%	-46%
CC1Cn2c(nnc2-c2cc3ccccc3cc2O)S1 (stereo not drawn)	-8%	u	-32%	-8%	15%	x	-4	4%	-1%
COc1ccc(-n2cnc3cc(NCc4ccco4)ccc32)cc1	u	45µM*	50µM*	-5%	u	-4%	-3	5%	-4%
CCOc1ccc(C(=O)Nc2nnc(C)s2)cc1OCC	x	-6%[59 µM]	-5%	0%	15%	-3%	0	0%	-15%
Cc1csc(NC(=O)Cc2c[nH]c3ccccc23)n1	-7%	x	-18%	191%[activator]	13%	2%	-1	2%	5%
COc1cccc(C(=O)/C=C/Nc2ccc(S(=O)(=O)Nc3cccc(C(C)=O)c3)cc2)c1	-30%	u	-27%	u	-2%	2%	-1	6%	-28%
COc1ccc(OC)c(N(CC(=O)Nc2cccnc2)S(=O)(=O)c2ccccc2)c1	3%	13%	-11%	-3%	28%	-3%	-2	0%	-27%
O=c1[nH]nc(-c2ccc([N+](=O)[O-])o2)c(=O)[nH]1	x	x	-18%	-10%	-14%	-4%	-4	-13%	-6%
NC(=O)c1ccccc1NC(=O)c1ccccc1F	2%	14%[59 µM]	3%	2%	10%	-1%	97	5%	9%
O=C1CCC(C(=O)OCC(=O)c2c[nH]c3ccccc23)=NN1	-1%	1%[59 µM]	-14%[57.1 µM]	-58%&1%	46%[activator]	-9%	-4	3%	-36%
COC(=O)C1C(=O)/C(=C/N(C)C)C(=O)CC1(C)C (stereo not drawn)	0%	-26%[59 µM]	-8%	-9%	28%	13%	0	21%	4%
CCCc1cc2c(cc1NC(=O)c1ccccc1C)OCO2	-34%	53%[activator]	0%	440%[activator]	10%	2%	0	-1%	11%
CCn1c(=O)cc(SCC(=O)N2CCN(c3ccccn3)CC2)c2ccccc21	1%	15%[12.7 µM]	-11%	-18%	36%	0%	-4	8%	16%
O=S(=O)(NCC(c1ccccc1)N1CCC(O)CC1)c1ccc(Cl)cc1 (stereo not drawn)	2%	-6%	u	0%	24%	-1%	8	0%	-56%[56.9 µM]
Cc1ccc(-c2ccc(=O)n(CCC(=O)N3CCN(c4ccccc4)CC3)n2)cc1	-16%	33%	-23%	0%	-11%	-7%	-4	14%	6%
Cc1cc2cc(C(c3nnnn3C3CCCC3)N(Cc3cccnc3)Cc3ccco3)c(=O)[nH]c2cc1C (stereo not drawn)	-1%	u	-29%	9%	14%	-6%	-10	0%	u
CCCC(C)C(=O)Nc1ccc(NC(C)=O)cc1 (stereo not drawn)	9%	10%[59 µM]	-2%	-21%	9%	2%	2	2%	29%
COc1ccc(-c2nc(CSc3nnc(C)n4c3cc3oc(C)cc34)c(C)o2)cc1OC	-16%	-5%[59 µM]	-10%	-5%	40%[activator]	1%	1	-8%	-3%
Cc1cccc(-c2cc(C(=O)N/N=C/c3cccnc3)c3ccccc3n2)c1	x	x	u	236%[activator]	u	3%	-14	1%	-14%
Cc1ccc(C)c(-n2c(-c3csc(C)c3C)n[nH]c2=S)c1	-30%	u	25µM*	u	15%	2%	2	-15%	-20%
CSc1nnc2n(-c3cccc(C)c3)c(=O)c3c4c(sc3n12)CCCC4	0%	-44%[59 µM]	-9%	-23%	27%	0%	-2	-1%	1%
COc1ccc(C)cc1S(=O)(=O)N(C)CC(N)=O	5%	-30%[12.7 µM]	-3%	9%	47%[activator]	2%	-7	-2%	25%
COc1ccccc1NC(=O)CSc1nc(N)c(C#N)cc1C#N	u	50µM*	-8%	7%	18%	20%	-1	0%	13%
COc1ccc(S(=O)(=O)NCC2CCCN(Cc3cccnc3)C2)cc1 (stereo not drawn)	-18%	x	-14%	-6%	11%	-1%	-11	3%	15%

Random excerpt: three records from the list
SMILES	BAZ2B block	G9a inh	JMJD2A Tudor	ALOX12 inh	HP1b binding inh	ERG Ets-DNA blk	PI4K2A inh	GLS inh	RGS4 inhibitor
COc1ccc(C)cc1S(=O)(=O)N(C)CC(N)=O	5%	-30%[12.7 µM]	-3%	9%	47%[activator]	2%	-7	-2%	25%
Cc1ccc(C)c(-n2c(-c3csc(C)c3C)n[nH]c2=S)c1	-30%	u	25µM*	u	15%	2%	2	-15%	-20%
COc1ccccc1NC(=O)CSc1nc(N)c(C#N)cc1C#N	u	50µM*	-8%	7%	18%	20%	-1	0%	13%

Assay outcomes from PubChem BioAssay.

Only part of the results is shown. The share of hits here may be higher or lower than overall.
